CHO-K1 Ca antag: nonselective inhibitor or artifact in parental CHO-K1 cells; ATP-induced calcium, Fluo-8 fluorescence; inhibition, % at 3 µM; 0.6% of 360,000 active; AID 602250;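 active = inhibition above a per-plate cutoff, the plate's mean sample inhibition plus 3 SD, cut at about 24% in these data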;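 also: 0% = DMSO plus EC80 ATP and 100% = DMSO alone without ATP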
M4 ag: agonists of human muscarinic M4 receptor (CHRM4) | P08173 | CHO-K1 hM4/Gqi5, Fluo-8 calcium fluorescence; vehicle 0%, full acetylcholine response 100% | activation, % at 3 µM | 0.14% of 360,000 active | AID 624127;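 active = activation above the run mean over all test wells plus 3 SD, cut at about 32% in these data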;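 also: peak over basal fluorescence ratio per well then scaled between controls; 0% = DMSO wells and 100% = acetylcholine at EC100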
Target sequence (P08173 whole entry, looked up): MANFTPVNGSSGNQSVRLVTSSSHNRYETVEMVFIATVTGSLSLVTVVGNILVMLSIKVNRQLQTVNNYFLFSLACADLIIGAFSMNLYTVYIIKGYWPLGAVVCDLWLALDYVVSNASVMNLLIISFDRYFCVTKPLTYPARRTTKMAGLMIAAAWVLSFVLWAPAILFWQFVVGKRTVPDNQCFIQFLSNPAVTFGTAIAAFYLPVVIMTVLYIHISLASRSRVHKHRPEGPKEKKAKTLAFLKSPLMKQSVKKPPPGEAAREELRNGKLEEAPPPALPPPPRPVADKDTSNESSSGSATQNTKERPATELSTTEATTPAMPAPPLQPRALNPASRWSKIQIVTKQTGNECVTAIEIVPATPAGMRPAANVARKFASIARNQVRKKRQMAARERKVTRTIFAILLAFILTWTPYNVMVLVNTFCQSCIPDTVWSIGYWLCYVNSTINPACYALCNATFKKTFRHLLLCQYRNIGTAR
M1 ag: human M1 muscarinic receptor agonism; activation, % at 3 µM; CHO-K1 hM1, Fluo-8 calcium fluorescence, agonist mode; 0% DMSO, 100% acetylcholine EC100; 0.33% of 360,000 active;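 active = activation above the run's mean compound activation plus 3 SD, cut at about 16% in these data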;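 also: peak over basal fluorescence ratio within a 140 s kinetic read after compound addition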
Target sequence (P11229 whole entry, looked up): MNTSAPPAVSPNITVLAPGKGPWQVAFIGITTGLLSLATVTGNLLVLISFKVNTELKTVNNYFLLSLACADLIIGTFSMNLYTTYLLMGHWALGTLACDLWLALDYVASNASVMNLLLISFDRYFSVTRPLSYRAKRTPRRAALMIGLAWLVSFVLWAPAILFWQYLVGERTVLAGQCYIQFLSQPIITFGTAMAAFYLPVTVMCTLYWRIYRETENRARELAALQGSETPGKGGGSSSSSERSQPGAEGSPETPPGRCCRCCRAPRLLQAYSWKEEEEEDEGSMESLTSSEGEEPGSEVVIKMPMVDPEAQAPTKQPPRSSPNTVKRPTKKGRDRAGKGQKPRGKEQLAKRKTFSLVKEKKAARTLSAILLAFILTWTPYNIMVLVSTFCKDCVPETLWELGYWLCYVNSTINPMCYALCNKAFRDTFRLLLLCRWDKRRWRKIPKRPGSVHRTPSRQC
OXTR potentiate: potentiates the human oxytocin receptor response; P30559; CHO-OTR cells, Fluo-8 calcium fluorescence, potentiator mode; 0% = oxytocin EC15, 100% = EC100; activation, % at 3 µM; 0.061% of 320,000 active; AID 2445;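 active = activation above that plate's cutoff, the mean activation of tested compounds plus 3 SD, cut at about 6.6% in these data, passing the limit was not always enough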;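 also: 100% uses oxytocin at 75 nM as the full agonist control; some results filed as inactive read as strong as hits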
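Material: human OTR in CHO cells. Compound: 3.0 µM, one dose. Timing: compound 6 min at room temperature before oxytocin, 100 s read. Evaluation: % activation of max/min ratio relative to oxytocin controls. Replication: single well per compound, singlicate. Signal: Fluo-8 calcium dye fluorescence.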
CHO-K1 Ca ag: counter-screen for M1 agonists: effect in parental CHO-K1 cells; 0.48% of 360,000 active; activation, % at 3 µM; AID 602248; Fluo-8 calcium fluorescence; scaled to maximal ATP response, vehicle zero; in the data active = activation above about 15%;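 also: untransfected CHO-K1 host cells lacking M1 receptor as counterscreen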
CHRM4 antagonist: blocks acetylcholine activation of human M4 receptor; inhibition, % at 3 µM; AID 624125; 0.73% of 360,000 active; CHO-hM4 cells, ACh EC80, Fluo-8 calcium fluorescence;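 active = inhibition above its plate's cutoff, the mean inhibition of sample wells plus 3 SD, cut at about 27% in these data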;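 also: 0% = acetylcholine EC80 with DMSO and 100% = DMSO without agonist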
CHO parental Ca: counter-screen: ATP calcium response change in parental CHO cells; parental CHO-K1, ATP-induced calcium, Fluo-8 fluorescence; inhibition, % at 5.6 µM; 0.63% of 330,000 active; AID 463079;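 active = inhibition above that plate's mean sample inhibition plus 3 SD, cut at about 26% in these data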;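 also: 0% = ATP-challenged DMSO wells and 100% = DMSO wells without ATP; some compounds past the cut are filed as inactive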
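Assay system: parental CHO cells; Read-out basis: percent inhibition of ATP-evoked calcium rise, normalized to controls; Benchmarks: ATP and no-ATP DMSO wells; Compound dosing: single nominal dose of 5.6 µM per compound; Signal: Fluo-8 calcium dye fluorescence; Also added: ATP as calcium-mobilizing challenge; Repeats: singlicate.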
CHRM1 PAM: potentiates human M1 receptor response to acetylcholine | P11229 | CHO-K1 hM1, Fluo-8 calcium fluorescence, ACh EC20; 0% = ACh EC20, 100% = maximal ACh | activation, % at 3 µM | 0.088% of 360,000 active | AID 588819; in the data active = activation above about 19%, passing the limit was not always enough
CHRM1 antagonist: blocks human M1 muscarinic receptor. CHO-K1 hM1, Fluo-8 calcium fluorescence, ACh EC80 antagonist. inhibition, % at 3 µM. P11229. 1.3% of 360,000 active;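 active = percent inhibition above its own plate's cutoff, namely the mean of that plate's compound wells plus 3 SD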;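 also: peak over basal fluorescence ratio during 140 s after agonist addition; 0% = ACh EC80 plus DMSO and 100% = DMSO alone without agonist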
* hit, by the source's call; x = not tested or not shown.

SMILES	CHO-K1 Ca antag	M4 ag	M1 ag	OXTR potentiate	CHO-K1 Ca ag	CHRM4 antagonist	CHO parental Ca	CHRM1 PAM	CHRM1 antagonist
COc1ccc(C(=O)Nc2nc(C)cs2)cc1S(=O)(=O)N1CCCC1	-7	1	-3	-12	1.4	12	-17	4	-4
CC(C)CN1C(=O)C(=O)N(CC(=O)NCc2ccc3c(c2)OCO3)C1=O	13	0	1	-5	-0.3	-9	-11	6	-7
Cc1ccc(C(=O)NCC(=O)Nc2ccc(C)c(S(=O)(=O)Nc3ccc(Cl)cc3)c2)s1	-1	1	-10	-11	2.0	-14	-18	6	-11
Cc1[nH]c2ccccc2c1C(=O)C(=O)N1CCN(c2ccccc2)CC1	2	9	12	-8	3.1	-13	5	-5	6
NC(=O)CSc1ccc(S(=O)(=O)N2CCOCC2)cn1	5	1	-2	-4	0.2	-10	-2	-3	15
CCCCCC(=O)Nc1c2c(nc3ccccc13)CCC2	3	3	-3	-15	4.0	4	-8	10	-11
COc1ccc(-c2noc(CNS(=O)(=O)c3ccc(NC(C)=O)cc3)n2)cc1OC	-13	1	0	0	0.9	-5	-7	14	-11
CCOc1ccc(NC(=O)c2ccc(NC(=S)NC3CC3)cc2)cc1	-6	3	-9	-1	1.4	-7	10	4	-7
COC(=O)c1ccc(N2CCS(=O)(=O)CC2)cc1	-18	0	-3	-9	0.6	-2	7	10	-8
O=C(Cn1nc(C(F)(F)F)c2c1CCCC2)NC1CCCC1	2	-1	-7	-1	0.6	-8	-6	3	3
COc1ccc(C2=NCCn3nc4cc(C(F)(F)F)ccc4c32)cc1	-15	1	-2	-6	0.5	-6	-18	8	-4
CCn1cnnc1SCC(=O)Nc1ccccc1C(=O)NC1CC1	-4	17	1	-2	4.6	-3	-5	-10	16
Cc1cccc(C(=O)NCC(c2cccs2)N2CCOCC2)c1 (stereo not given)	-2	1	-4	-10	0.8	-3	-7	4	-9
Cc1cccc(C(=O)OCC(=O)N2CC(C)OC(C)C2)c1C (stereo not given)	-5	3	3	-6	0.8	-3	-7	13	0
C#CCOC(=O)C[N+](C)(C)CC=C	14	1	0	-3	0.0	-6	-17	5	-3
Cc1ccc(S(=O)(=O)Nc2nnc(CC(C)(C)C)s2)cc1	9	0	4	-8	-0.3	8	-8	19	-15
CCCc1[nH]nc2c1C(c1c(C)nn(-c3ccccc3)c1Cl)C(C#N)=C(N)O2 (stereo not given)	-8	0	-5	-4	0.0	-1	-29	5	-22
O=C(COc1ccc(Cl)cc1Cl)N/N=C/c1ccccn1	5	2	-2	x	0.8	-1	x	6	-12
Cc1ccccc1CSc1nnc(-c2cccnc2)n1N	-10	0	-5	-17	-0.4	5	-1	5	-5
Cc1ccc(S(=O)(=O)N(C)C[C@@H]2OCc3cnnn3CCCC(=O)N([C@H](C)CO)C[C@H]2C)cc1	9	1	-5	x	-0.1	-2	x	-3	7
COc1cc([C@H](Cc2ccccc2)NC(C)=O)oc(=O)c1	2	2	-3	-1	0.2	-7	-13	7	-12
COCCN(C(=O)CCC(=O)Nc1ccccn1)C(C(=O)NCCC(C)C)c1ccc(C)cc1 (stereo not given)	-4	1	0	-2	0.6	7	-33	16	-13
C#CCNC(=O)C1=C[C@@H](c2ccc(C(F)(F)F)cc2)[C@H](CCCO)[C@@H](OCC)O1	-2	4	-2	-5	0.1	-1	-16	-5	8
CC(CO)Nc1nc(SCc2ccccc2)nc2sc3c(c12)CCC3 (stereo not given)	-7	0	-2	-12	1.2	1	-13	12	-11
Cc1noc(NS(=O)(=O)c2ccc(NC(=O)CSc3nc4ccccc4[nH]3)cc2)c1C	1	1	-6	-5	4.1	4	-8	2	0
O=c1oc2ccccc2c(O)c1/C=N/c1ncccn1	-17	-1	-9	-6	1.4	11	-6	13	-18
COc1cc(C(=O)NC2CCN(CC(=O)NC3CCCCC3)CC2)cc(OC)c1OC	-6	2	-1	-11	-0.3	3	-8	6	-13
CC(=O)c1ccc(S(=O)(=O)NC2CCCCCCC2)cc1	3	5	-5	-14	3.1	-7	1	-2	0
CC(C)CC(NC(=O)c1ccc(Cl)cc1)C(=O)OCc1cc([N+](=O)[O-])cc2c1OCOC2 (stereo not given)	-9	1	-7	-11	0.7	7	-20	-20	-1
COc1ccc(CCNC(=O)CS(=O)Cc2nc(-c3cccs3)oc2C)cc1OC (stereo not given)	-5	1	-6	-5	-0.2	2	-19	10	-9
O=S(=O)(NCc1cccnc1)c1ccc(Cl)c2ccccc12	-3	8	-4	-10	5.1	-7	-17	4	-8
CC(=O)N(C)c1ccc(OCC(O)COc2ccc(N(C)C(C)=O)cc2)cc1	-3	2	-2	-2	0.5	-3	6	-4	-9
COc1ccc(-c2coc3c(C(=O)NCc4cccs4)cccc23)c(C)c1	-8	5	-1	x	2.9	17	x	-3	2
CCN(C(=O)COc1ncnc2scc(-c3ccc(F)cc3)c12)C1CCS(=O)(=O)C1 (stereo not given)	-2	0	-3	-9	0.9	1	-1	9	-27
COc1ccc(N2CCN(C(=O)c3oc4ccccc4c3NC(=O)Cc3cccc(OC)c3)CC2)cc1	-17	4	-3	-5	0.6	0	-13	-1	2
Cc1cc(C)c2[nH]c(=O)c(CN(CC3CCCO3)S(=O)(=O)c3ccc4c(c3)OCCO4)cc2c1 (stereo not given)	-6	1	-3	-9	0.0	3	-11	-4	1
CN1CCN(Cc2nc3c(c(=O)n(C)c(=O)n3C)n2CCCc2ccccc2)CC1	-4	1	-3	-10	-0.2	3	-16	2	1
Cc1cc(=O)[nH]c(SC/C=C/c2ccccc2)n1	-5	3	2	-9	3.6	5	-5	4	-5
CCCCOc1ccc(Cc2cnc(N)nc2N)cc1	-10	3	-2	-5	6.5	5	12	5	-5
Cc1ccc(OCCn2cc(/C=C/C(=O)O)c3ccccc32)cc1	-7	1	-7	x	0.9	4	x	10	-14

Record cards, from the list above. Order of screens: CHO-K1 Ca antag | M4 ag | M1 ag | OXTR potentiate | CHO-K1 Ca ag | CHRM4 antagonist | CHO parental Ca | CHRM1 PAM | CHRM1 antagonist
Shown for Cc1ccc(OCCn2cc(/C=C/C(=O)O)c3ccccc32)cc1 = -7 | 1 | -7 | x | 0.9 | 4 | x | 10 | -14
Shown for COCCN(C(=O)CCC(=O)Nc1ccccn1)C(C(=O)NCCC(C)C)c1ccc(C)cc1 (stereo not given) = -4 | 1 | 0 | -2 | 0.6 | 7 | -33 | 16 | -13
Shown for CN1CCN(Cc2nc3c(c(=O)n(C)c(=O)n3C)n2CCCc2ccccc2)CC1 = -4 | 1 | -3 | -10 | -0.2 | 3 | -16 | 2 | 1

The results go on:
SMILES	CHO-K1 Ca antag	M4 ag	M1 ag	OXTR potentiate	CHO-K1 Ca ag	CHRM4 antagonist	CHO parental Ca	CHRM1 PAM	CHRM1 antagonist
CCc1nonc1NC(=O)c1oc2ccc(Br)cc2c1C	-10	0	-2	-2	0.4	-1	-8	5	-10
Cc1ccc2cc(CCNC(=O)C3CCCC3)c(=O)[nH]c2c1	9	0	-1	0	0.2	-14	-17	10	-1
COc1ccccc1NC(=S)NCc1cccs1	-2	0	-7	1	-0.3	0	-4	6	-6
O=C(Nc1cccnc1)c1cc([N+](=O)[O-])ccc1Cl	-13	1	-4	1	1.5	-7	-4	13	-16
Cc1ccc(-c2nc(SCC(=O)c3c(N)n(C)c(=O)n(C)c3=O)n[nH]2)cc1	-13	1	0	-13	0.1	-4	0	13	-9
CN(C)CCNC(=O)Cn1ccc2cc(S(=O)(=O)N3CCCCC3)ccc21	-7	0	-5	-6	1.2	5	-5	8	-11
CCc1cccc(NC(=O)CC2SC(N3CCCC3)=NC2=O)c1 (stereo not given)	-6	-2	-1	-2	-0.7	0	2	1	4
CC1CCC(NC(=O)CCS(=O)(=O)c2ccc3c(c2)oc(=O)n3C)CC1 (stereo not given)	5	0	-4	1	-0.1	0	-18	-3	5
CCOC(=O)c1cnc2c(OC)cccc2c1Nc1ccc2c(c1)OCCO2	-4	-1	-10	-6	0.9	5	-20	-3	-8
COc1ccc(NC(=O)c2cc(-c3ccccc3OC)on2)cc1	16	1	-5	-10	1.4	1	-18	0	-1
Cc1c(NC(=O)c2cc(=O)[nH]c(=O)[nH]2)c(=O)n(-c2ccccc2)n1C	-5	1	-4	-10	0.6	7	6	8	-4
COc1cc(C)nc(NC(=S)N(C)C(=O)c2ccccc2)n1	-5	-1	-3	-8	-0.1	-2	-23	12	-2
O=C(Cn1[nH]c(=O)c2ccccc2c1=O)N1CC=C(c2ccccc2)CC1	-5	8	0	-11	5.0	-1	-13	4	-5
CCCCn1c(N)c(N(CCOC)C(=O)COC(=O)COc2cc(C)ccc2Cl)c(=O)[nH]c1=O	4	-1	-1	-4	0.5	-3	0	4	-17
COc1ccc(NC(=O)c2ccccc2-c2ccccc2C(=O)O)cc1	1	2	-4	-5	0.4	-4	0	8	-10
CCCCN(C(=O)NC(=O)Nc1cc(C)ccc1C)S(C)(=O)=O	-16	1	0	-1	0.2	-2	-3	8	-6
CN(C)c1cc(O)c(C(=S)Nc2ccccc2)c(N(C)C)c1	-14	-1	-3	-15	0.3	-8	-17	7	-18
Cc1ccc(NS(C)(=O)=O)c(C(=O)c2ccccc2)c1	11	0	-4	7	0.6	-7	-2	9	-8
CCC(C)(C)NC(=O)CN(Cc1cccs1)C(=O)CNS(=O)(=O)c1ccc(F)cc1	-16	2	-3	-5	-0.2	-9	-19	5	-5
COc1ccc(-n2cc(CNCc3cccnc3)c(-c3cccc(F)c3)n2)cc1	-17	5	-5	-10	2.1	-6	-20	3	-1
COc1ccc(/C(O)=C2/C(=O)C(=O)N(CCN3CCOCC3)C2c2cccnc2)cc1OC (stereo not given)	-3	2	-4	1	8.6	10	-11	0	4
CC(C)S(=O)(=O)c1csc(NC(=O)Nc2ccc(Cl)cc2)c1Cl	15	19	3	-16	16*	1	1	-14	33
COc1cc(C)ccc1OCc1cc(C(=O)NCCN2CCOCC2)no1	1	3	-3	-3	0.2	-2	-10	0	7
CCN(c1ccccc1)S(=O)(=O)c1ccc(C(=O)NCCCn2ccnc2)cc1	-4	1	-14	-3	0.3	-2	3	-1	2
Cc1nc2c(ncn2-c2ccccc2)c(=O)n1NC(=O)CN1CCCC1	-2	10	-4	-10	2.6	-1	8	-5	11
COc1ccccc1NCCC(=O)OCC(=O)NC1CCCC(C)C1C (stereo not given)	-6	0	-6	-8	0.5	-1	-14	-4	6
CCCCNC(=O)c1ccccc1NC(=O)CCC	4	0	-7	3	-0.2	-7	-15	9	-8
CC(C)Cc1nnc(NC(=O)CCC(=O)N2CCN(c3ccccn3)CC2)s1	-12	1	-4	-3	0.8	4	-17	9	-5
CC1CCCCC1NC(=O)CCNS(=O)(=O)c1cc(Br)cnc1N (stereo not given)	0	7	2	-7	4.3	-17	-13	-2	2
Cc1cccn2c(=O)c(C=O)c(N3CCCCCC3)nc12	-4	-1	-6	1	0.4	-1	-13	5	-5
O=C1c2ccccc2CCC12N=NCC2c1ccc(Br)cc1 (stereo not given)	-13	-2	-3	-14	-0.3	-4	-13	15	-13
CC(=C/c1ccccc1)/C=N/NC(=O)c1nnn(-c2nonc2N)c1CN1CCC(C)CC1	-2	0	-5	-6	0.2	4	-19	0	0
COc1ccc(/C(N)=N/OC(=O)CCCc2ccccc2)cc1	-7	0	-4	-1	-0.6	-1	-5	9	-7

Compound activity: PubChem, The Scripps Research Institute Molecular Screening Center
